Source: PubChem (National Center for Advancing Translational Sciences (NCATS))
Eya2 inh = blocks the phosphatase activity of human Eya2; O00167; recombinant Eya2, OMFP fluorescence dephosphorylation (OMFP is methylfluorescein phosphate); Potency, µM (highest dose often 76.9 µM), for inactives: top-dose activity, negative = inhibition, usual class: inhibitors; 330,000 compounds, 0.006% hits; AID 488837; note: potency is the fitted concentration of half-maximal effect; % is set by controls: 0 for no effect and ±100 for the full control effect
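Eya2 protein (added as 0.2 uM solution) was preincubated with compound for 10 min at ambient temperature in 50 mM HEPES pH 7.5, 50 mM NaCl, 5 uM MgCl2, 0.05% BSA, 1 mM DTT. OMFP (added at 50 uM) then reacted 10 min; fluorescence read at 485/525 nm.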
Menin-MLL TR inh = inhibitors of human menin-MLL interaction, mutant MLL peptide; Menin + Texas Red MLL mutant peptide, fluorescence polarization; 270,000 compounds, 0.23% hits; AID 1768; Potency, µM (top dose mostly 61.6 µM), for the others: at the top dose FP activity change, negative = inhibition, actives largely listed as inhibitors; active = well fitted inhibition curve with a large enough effect in the polarisation, with a control signal flat, not every such curve was filed as active; inconclusive = small, poorly fitted or top-dose-only effect, or effect the other way, or a change in a side signal; inactive = no such curve, though single readings can be large or run the other way; the % refers to the polarisation; note: potency is the fitted concentration of half-maximal effect; % of control where 0% means no effect; many of its hits are not listed in these tables
PKM2 act = activators of human pyruvate kinase M2; purified PKM2, Kinase-Glo ATP luminescence, activation; response scale: 0% is enzyme alone, no compound; Potency, µM (top dose mostly 57.5 µM), for inactives: top-dose activation, usual class: activators; 260,000 compounds, 0.34% hits; note: potency is the fitted concentration of half-maximal effect; % is set by controls: 0 for no effect and ±100 for the full control effect; nearly all actives have a fitted effect of over 55% in size
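ATP formation by purified human PK-M2, quantified via coupled luciferase luminescence after 1 h at room temperature with 0.1 mM ADP and 0.5 mM PEP final.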
GALK inhibitor = galactokinase (human) inhibition | P51570 | Purified GALK, Kinase-Glo residual ATP luminescence | Potency, µM (highest dose often 57.5 µM), without a hit: at the highest dose activity change, negative = inhibition, most hits filed as inhibitors | 270,000 compounds, 0.007% hits | AID 1868; note: potency is the fitted concentration of half-maximal effect; % is set by controls: 0 for no effect and ±100 for the full control effect
Target sequence (P51570 whole entry, looked up): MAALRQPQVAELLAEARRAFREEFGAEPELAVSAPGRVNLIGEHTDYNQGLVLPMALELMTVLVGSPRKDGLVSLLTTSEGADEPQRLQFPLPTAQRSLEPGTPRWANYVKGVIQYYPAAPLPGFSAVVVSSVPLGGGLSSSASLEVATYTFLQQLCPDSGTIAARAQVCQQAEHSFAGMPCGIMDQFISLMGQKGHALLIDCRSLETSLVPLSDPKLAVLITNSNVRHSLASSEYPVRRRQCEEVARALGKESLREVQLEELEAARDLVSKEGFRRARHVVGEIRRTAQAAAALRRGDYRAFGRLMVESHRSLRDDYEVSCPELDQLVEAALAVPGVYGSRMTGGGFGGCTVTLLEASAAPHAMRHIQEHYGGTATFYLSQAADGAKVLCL
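Quantitative HTS: GALK 5 nM, ATP 35 uM, galactose 100 uM, 1 h room temperature, then luciferase-based ATP detection.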
S-ASM inh = human S-ASM enzyme inhibition. P17405. placental ASM, HMU-PC fluorogenic substrate, 60 min. Potency, µM (series often up to 57.5 µM), inactives show top-dose activity change, negative = inhibition, actives largely listed as inhibitors. 340,000 compounds, 0.006% hits. AID 504937; note: potency is the fitted concentration of half-maximal effect
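qHTS format. ASM enzyme prepared from human placenta hydrolyses the fluorogenic substrate HMU-PC0 (9 uM final) over 60 min at 37 °C after a 10 min compound preincubation.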
USP2a block = USP2a (human) protease inhibition | O75604 | USP2 core, Ub-CHOP2 coupled fluorogenic reporter, 485/531 | Potency, µM (titrated, usually from 38.3 µM), without a hit: at the top dose activity change, negative = inhibition, usual class: inhibitors | 330,000 compounds, 0.01% hits;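 note: potency is the fitted concentration of half-maximal effect; plate controls were DMSO wells for no effect and full inhibition by NEM control for full effect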
Target sequence (O75604 whole entry, looked up): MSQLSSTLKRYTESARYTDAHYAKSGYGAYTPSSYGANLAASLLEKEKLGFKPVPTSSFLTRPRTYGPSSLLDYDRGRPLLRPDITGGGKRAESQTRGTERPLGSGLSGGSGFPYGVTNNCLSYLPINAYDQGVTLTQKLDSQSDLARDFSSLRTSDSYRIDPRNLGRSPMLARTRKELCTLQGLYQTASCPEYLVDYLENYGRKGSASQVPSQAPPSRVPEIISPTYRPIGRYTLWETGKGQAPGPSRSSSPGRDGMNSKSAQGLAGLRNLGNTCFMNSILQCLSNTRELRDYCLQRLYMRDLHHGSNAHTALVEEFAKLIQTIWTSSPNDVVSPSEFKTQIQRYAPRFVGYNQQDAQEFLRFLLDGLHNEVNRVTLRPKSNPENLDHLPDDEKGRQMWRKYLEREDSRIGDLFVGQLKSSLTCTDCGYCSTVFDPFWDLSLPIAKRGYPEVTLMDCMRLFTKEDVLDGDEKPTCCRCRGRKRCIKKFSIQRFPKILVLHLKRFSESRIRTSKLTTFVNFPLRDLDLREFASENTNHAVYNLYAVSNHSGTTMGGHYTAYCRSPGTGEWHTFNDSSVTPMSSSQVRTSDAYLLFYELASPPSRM
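Cell-free coupled assay: 10nM USP2 core preincubated 30min RT with compound in Tris-HCl pH 8.0/CaCl2/CHAPS buffer, then 25nM Ub-CHOP2 and 25nM reporter substrate; fluorescence (Ex 485/Em 531) read after 60min RT, normalized to NEM inhibition, concentration-response curves fitted.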
BCR signal inh = inhibitors of chronic active B-cell receptor signaling; ABC-DLBCL IkBa-CBG/CBR reporter, luminescence ratio, 4 h; Potency, µM (series often up to 46.1 µM), for the others: at the top dose ratio change, negative = lower green/red ratio, hits mostly inhibitors; 340,000 compounds, 0.05% hits; active = well fitted inhibition curve with a large enough effect in the signal ratio, with a control signal flat, not every such curve was filed as active; inconclusive = small, poorly fitted or top-dose-only effect, or effect the other way, or a change in a side signal; the % refers to the signal ratio;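 note: potency is the fitted concentration of half-maximal effect; plate controls were basal doxycycline-induced cells for no effect and cells given 10 µM MG132 for full effect; MG132 reads +100%, hits lower the ratio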
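Cell line TMD8 (human ABC DLBCL), stably expressing tet-inducible CBG68-IkBa fusion and CBR; IMDM/0.5% FBS; cpd up to 46 uM; dox induction, 4 h, 37C/5% CO2; dual luminescence; green/red ratio; MG132 control.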
KCNH2 WT inh = blocks the wildtype human KCNH2 potassium channel | activity change, % at 1.84 µM | AID 720551 | U2OS, BacMam KCNH2, thallium flux FluxOr; active compounds read low | 340,000 compounds, 0.37% hits;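 active = maximum activity change below -70%; inconclusive = maximum activity change between -70% and -50%; inactive = maximum activity change above -50%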; note: % is set by controls: 0 for no effect and ±100 for the full control effect
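U2OS cells transduced with wild-type KCNH2 virus are loaded with FluxOr dye for 45 min, and thallium flux is measured in kinetic reads before and after stimulation buffer. Rate constants are normalized to DMSO controls.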
Mito fusion act = blocks mitochondrial division or promotes mitochondrial fusion; S. cerevisiae fusion-defective mutant growth rescue, CellTiterGlo 48 h; Potency, µM (top dose mostly 46.1 µM), without a hit: top-dose growth rescue (activation), usual class: activators; 320,000 compounds, 0.23% hits;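 note: potency is the fitted concentration of half-maximal effect; % of control where 0% means no effect; nearly all actives have a fitted effect of over 45% in size; temperature-sensitive fusion mutants such as fzo1-1 at 37 °C on non-fermentable ethanol glycerol medium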
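Luminescent cell viability in 1536-well qHTS format served as the measure of rescued growth in ts fusion-mutant S. cerevisiae cultured on non-fermentable YPEG for 48 hours at 37C.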
MBNL1 CUG block = MBNL1-poly(CUG) RNA binding inhibition; Q9NR56; Potency, µM (titrated, usually from 57.5 µM), for the others: top-dose activity change, negative = inhibition, usual class: inhibitors; TR-FRET MBNL1-His/biotin-(CUG)12 binding, 665/545 ratio; 280,000 compounds, 0.036% hits; active = well fitted inhibition curve with a large enough effect in the signal ratio, with a control signal flat, not every such curve was filed as active; inconclusive = small, poorly fitted or top-dose-only effect, or effect the other way, or a change in a side signal; inactive = no such curve, though single readings can be large or run the other way; the % refers to the signal ratio; note: potency is the fitted concentration of half-maximal effect; % is set by controls: 0 for no effect and ±100 for the full control effect
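His-tagged MBNL1 binding to biotinylated (CUG)12 RNA was measured by TR-FRET using terbium anti-His antibody (0.055 ng/ul final) and streptavidin-XL665 (5 nM final). Compounds were titrated 92 nM to 58 uM; 60 min at room temperature.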
TSHR antag = antagonists of human thyroid stimulating hormone receptor. P16473. TSHR-expressing cells, TSH-stimulated cAMP HTRF, 2 h; active compounds read low. activity change, negative = inhibition, % at 11.5 µM. 330,000 compounds, 0.2% hits;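 active = activity change below a set negative limit, meaning inhibition stronger than a set level, cut at about -70% in these data; inconclusive = activity change between two set negative limits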; note: % is set by controls: 0 for no effect and ±100 for the full control effect
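Freshly harvested TSHR cells receive pin-tooled compound, then EC80 TSH at 4nM final. After 2 hours at 37 deg C, antibody in lysis buffer and cAMP-d2 are added; 30 minutes at ambient temperature precede the HTRF read.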
* marks the source's active call; other numbers are inactive results; ? = inconclusive; . = not tested or not shown; [ ] = dose if it differs, or a comment. Unless noted, calls come from the whole dose curve; as a rule, active = well fitted curve in the direction sought with a large enough effect; inconclusive = small, poorly fitted or top-dose-only effect, or another doubt; inactive = no such curve, though single readings can be large; an effect the other way counts as inactive or inconclusive. A portion of the library; count on the stated rates, not on these rows.

Values run as follows: Eya2 inh	Menin-MLL TR inh	PKM2 act	GALK inhibitor	S-ASM inh	USP2a block	BCR signal inh	KCNH2 WT inh	Mito fusion act	MBNL1 CUG block	TSHR antag
- CCOC(=O)C(=O)NNc1ccccc1OC
 : 16%	.	2%	0%	-4%	4%	-18%	-9	-8%	-3%	-9
- CCc1ccc(OCCOCC(O)CNC(C)(C)C)cc1 (stereo not drawn)
 : -1%	-7%	-1%	-1%	6%	0%	0%	10	-12%	1%	3
- C/C(N)=C(/C#N)C(=O)COC(=O)[C@@H](NC(=O)c1ccccc1Cl)C(C)C
 : 4%	0%	0%	11%	2%	-1%	-2%	-13	3%	-9%	4
- CCCn1c(SCC(=O)c2cc(C)n(C3CC3)c2C)n[nH]c1=O
 : 17%	.	.	.	4%	1%	-2%	-2	0%	.	-8
- CN(CC(=O)Nc1ccc2c(c1)CCC2)CC(=O)Nc1ccccc1Br
 : -7%	-1%	-1%	2%	-1%	-1%	-3%	.	-1%	2%	6
- O=C(COc1coc(CN2CCN(c3ccccc3F)CC2)cc1=O)NC1CCCC1
 : 0%	.	.	.	2%	0%	-17%	2	8%	.	-16
- Cc1cccc(NC(=S)N(CCN(C)C)Cc2cc3cc(C)ccc3[nH]c2=O)c1
 : 2%	-3%	-3%	1%	-1%	0%	5%	11	-4%	14%	17
- C/C=C(\C)c1nnc(NC(=O)c2ccco2)s1
 : 14%	-16%	-2%	0%	1%	1%	?	3	10%	0%	-9
- Cc1nc(NC2=NCN(Cc3ccccc3)CN2)nc2ccccc12
 : 4%	2%	-5%	0%	.	1%	?	.	0%	-3%	-3
- CN(Cc1cccs1)C(=O)Cc1c[nH]c2ccccc12
 : 3%	1%	-4%	0%	0%	1%	6%	-5	15%	0%	-10
- CC(=O)[C@@H]1[C@@H](C)N(Cc2ccccc2)C(=O)N[C@H]1c1cccc(C(F)(F)F)c1
 : -8%	-17%[11.7 µM]	-10%[11.5 µM]	1%	-2%	5%	0%	-8	-4%	4%	-4
- CC1(C(=O)O)Oc2cccnc2NC1=O (stereo not drawn)
 : 9%	0%	-4%	7%	11%	1%	2%	-1	-8%	-9%	2
- COc1cc(C2=NOC(C(=O)NCc3cccs3)C2)cc(OC)c1OC (stereo not drawn)
 : 6%	-1%	17%	0%	-2%	2%	?	2	9%	-18%	-9
- CN1CCN(CC(O)COc2ccc(C(=O)O)cc2)CC1 (stereo not drawn)
 : ?	-13%	0%	5%	1%	-2%	2%	-5	3%	3%	0
- N/C(=N\OC(=O)C12CC3CC(CC(C3)C1)C2)c1ccccc1
 : 8%	-8%	0%	-3%	0%	-1%	?	-24	1%	-6%	-6
- O=C(NCCCn1ccnc1)c1ccc(Cl)s1
 : 3%	.	6%	-2%	6%	0%	11%	-10	0%	-2%	10
- O=C(N1CCOCC1)N1CCN(C(=O)N(c2ccccc2)c2ccccc2)CC1
 : -1%	1%	-13%	2%	-2%	-2%	?	0	1%	-3%	1
- Fc1cccc(/C=N/Nc2ccccn2)c1
 : -2%	36%[activator]	-3%	12%	-3%	0%	?	3	-10%	6%	9
- COc1cc(C2NC(=O)NC(c3ccccc3)=C2C(C)=O)c(Cl)cc1OCC(=O)O (stereo not drawn)
 : 20%	3%	-6%	9%	8%	-1%	5%	-2	-1%	2%	9
- Fc1ccccc1/C=C1\CCCC2=C1NC(=S)NC2c1ccccc1F (stereo not drawn)
 : -14%	-23%	1%	7%	-1%	0%	3%	1	5%	-5%	-5
- CCC(CC)C(=O)Nc1nnc(S(=O)(=O)N(CC)c2ccc(OC)cc2)s1
 : -2%	?	.	-1%	-2%	5%	3%	-5	1%	-6%	-9
- CS(=O)(=O)c1ccc(C(=O)Nc2cc(-c3ccccc3)nn2-c2ccccc2)cc1
 : -1%	.	.	.	?	-1%	-11%	.	6%	.	23
- Cc1cc(C)nc(Nc2cccc(Cl)c2)n1
 : -5%	21%	-1%	0%	-1%	2%	8%	-11	-1%	0%	-10
- Cc1cc(C)n2ncc(C(=O)NCCc3ccccc3)c2n1
 : .	0%	2%	-1%	0%	.	.	12	23%	0%	.
- Cc1ccc(-c2cc(NC(=O)CSc3n[nH]c(N)n3)n(-c3ccccc3)n2)cc1
 : -2%	14%	0%	0%	-8%	1%	?	1	-1%	7%	-8
- COc1cc(/C=C2\SC(=S)N(Nc3ccccc3)C2=O)ccc1O
 : 20%	?	-2%	0%	.	-1%	13%	-9	15%	.	-9
- CCc1cccc(CC)c1NC(=O)CSc1nnc(C2CC2)n1N
 : -26%	.	.	.	4%	2%	-1%	1	-5%	.	2
- Cc1ccc(S(=O)(=O)Nc2ccc(S(=O)(=O)Nc3ncccn3)cc2)cc1
 : -4%	4%	3%	8%	6%	2%	1%	5	0%	-11%	4
- Cc1cnc(C)c(N2CCN(Cc3nc(-c4ccc(C)o4)oc3C)CC2)n1
 : -7%	-30%	0%	12%	2%	4%	-13%	-10	-1%	1%	-2
- O=C1c2oc3ccc(Cl)cc3c(=O)c2C(c2ccccn2)N1CCCN1CCOCC1 (stereo not drawn)
 : -24%	7%	5%	1%	22%	2%	?	3	2%	?	-2
- CN1C(=O)S/C(=C/c2cccnc2)C1=O
 : -21%	1%	5%	0%	3%	-1%	-11%	-23	2%	38%[activator]	6
- CCCn1c(N)c(C(=O)CN(C)CC(=O)Nc2ccc(C)cc2)c(=O)[nH]c1=O
 : 20%	.	.	.	-4%	-1%	-1%	-10	-1%	.	7
- NS(=O)(=O)c1ccc(NC(=O)COC(=O)CNC(=O)C23CC4CC(CC(C4)C2)C3)cc1
 : 10%	-2%	-11%	13%	3%	0%	-7%	-3	2%	2%	4
- O=C(NC(=S)Nc1nc2ccc(F)cc2s1)c1ccco1
 : 0%	-3%	-6%	-1%	-1%	2%	?	-16	-1%	3%	-16
- CC(=O)c1c(C)nc(C)nc1NC(=O)Cc1ccccc1
 : 7%	3%	-15%	0%	5%	2%	0%	-9	3%	?	15
- CN(C)S(=O)(=O)c1ccc(C(=O)Nc2ccccc2C(=O)NCCCN2CCOCC2)cc1
 : -6%	.	.	.	-5%	0%	1%	-1	1%	.	-12
- O=C(Nc1ccc(Cl)cc1F)c1ccc(COc2c(F)c(F)c(F)c(F)c2F)o1
 : 0%	28%	-3%	-1%	-15%	0%	?	-28	0%	6%	-8
- O=C(Nc1ccccc1N1CCOCC1)c1ccncc1
 : 10%	.	.	.	1%	1%	-1%	-3	1%	.	3
- CCOc1ccc(C(=O)NCCC(=O)N2CCC3(CC2)NCCc2[nH]cnc23)cc1
 : 9%	.	.	5%	-1%	4%	-14%	5	-12%	1%	15
- COc1ccc(N2CC(NC(=O)Nc3ccccc3)CC2=O)cc1 (stereo not drawn)
 : 4%	-3%	1%	-1%	4%	3%	5%	4	-6%	1%	7
- O=C(COc1ccccc1Cl)N1CCN(c2ncccn2)CC1
 : -3%	0%	-14%	1%	-1%	2%	-6%	13	1%	-3%	19
- Cc1ccc2nc(N(CCCN(C)C)C(=O)c3cc(-c4cccs4)nc4ccccc34)sc2c1
 : -13%	?	-3%	-3%	-21%	-1%	?	-15	-29%	20%	-6
- O=c1[nH]c(SCCOc2cccc3ccccc23)nc2ccccc12
 : -7%	0%	20%	-2%	-3%	4%	8%	2	2%	-6%	-21
- COc1ccc(C2=NN(C(=O)c3ccco3)C(c3cc4ccccc4nc3Cl)C2)cc1 (stereo not drawn)
 : -23%	.	-1%	2%	5%	1%	1%	1	-6%	2%	1
- COc1ccccc1NCCC(=O)OCC(=O)NC1CCCCCC1
 : -7%	-15%	-1%	0%	0%	7%	-5%	-1	1%	-19%	-4
- CSc1nc2sc3c(c2c(=O)n1C)CCCC3
 : -15%[15.4 µM]	-4%	-17%	3%	3%	0%	-1%	-14	0%	11%	1
